AI-2 QS mod: modulates the Vibrio harveyi AI-2 quorum sensing system | Vibrio harveyi JMH597 AI-2 luminescence/OD600 ratio, 9 h; active compounds read low; strain lacks LuxN and CqsS sensors; 0 = neutral-control median | 300,000 compounds, 0.4% hits | activity change, % at 7.5 µM; in the data active = activity change below about -75%, passing the limit was not always enough;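 also: luminescence divided by OD600 gain over 9 h not by final OD600 alone; inactives centre near 13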
MrgX1 ag: activates human MrgX1 receptor signaling | Q96LB2 | MrgX1-HEK293 cells, Fluo-4 calcium fluorescence, agonist mode; active compounds read high | B-score at 10 µM | 310,000 compounds, 0.44% hits;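 active = calcium response B-score plate-corrected fluorescence ratio at least 3 library SD, with starting fluorescence B-score inside 5 SD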
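Test system: HEK293 cells stably expressing human MrgX1 receptor; amount: 15,000 cells per well; doses: compound delivered in addition one of three; times: overnight plating before 1 h dye loading; detection: Fluo-4 NW calcium-flux fluorescence, kinetic read; read-out basis: B-scored fluorescence response ratio; controls: positive and negative controls per plate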
TRPC4 agonist: activators of mouse TRPC4 channel; 310,000 compounds, 0.49% hits; B-score at 10 µM; HEK293 TRPC4beta/mu-opioid, Fluo4 calcium fluorescence; active compounds read high; Q9QUQ5;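 active = B-score above 5 SD of library B-scores, and initial fluorescence ratio not above library mean plus 5 SD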;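 also: positive B-score marks a calcium rise read as TRPC4 activation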
Target sequence (Q9QUQ5 whole entry, looked up): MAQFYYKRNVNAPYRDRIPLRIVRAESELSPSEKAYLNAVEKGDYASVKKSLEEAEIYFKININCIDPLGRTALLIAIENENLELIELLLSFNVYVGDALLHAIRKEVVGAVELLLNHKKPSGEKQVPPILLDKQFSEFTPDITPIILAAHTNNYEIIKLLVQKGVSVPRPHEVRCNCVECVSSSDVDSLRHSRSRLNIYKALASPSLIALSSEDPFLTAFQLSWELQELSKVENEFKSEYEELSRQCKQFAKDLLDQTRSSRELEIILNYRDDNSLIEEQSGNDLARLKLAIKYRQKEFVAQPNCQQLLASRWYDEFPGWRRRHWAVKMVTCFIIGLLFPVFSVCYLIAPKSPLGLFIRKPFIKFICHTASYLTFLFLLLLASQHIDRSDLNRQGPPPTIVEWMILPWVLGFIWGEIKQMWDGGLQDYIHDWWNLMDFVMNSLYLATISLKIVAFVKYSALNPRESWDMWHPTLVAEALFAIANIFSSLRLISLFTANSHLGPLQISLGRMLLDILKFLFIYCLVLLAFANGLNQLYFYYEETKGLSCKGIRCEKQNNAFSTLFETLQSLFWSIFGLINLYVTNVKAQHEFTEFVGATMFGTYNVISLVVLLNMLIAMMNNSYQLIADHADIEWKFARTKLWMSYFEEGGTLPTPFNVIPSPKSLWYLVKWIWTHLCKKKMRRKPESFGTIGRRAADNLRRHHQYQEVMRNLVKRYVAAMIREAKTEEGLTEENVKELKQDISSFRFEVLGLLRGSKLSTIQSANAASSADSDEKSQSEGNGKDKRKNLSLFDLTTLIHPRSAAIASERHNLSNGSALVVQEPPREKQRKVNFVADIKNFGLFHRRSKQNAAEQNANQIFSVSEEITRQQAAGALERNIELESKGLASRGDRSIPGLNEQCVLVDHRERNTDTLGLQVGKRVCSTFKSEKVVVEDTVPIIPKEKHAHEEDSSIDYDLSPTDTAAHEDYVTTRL
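Assay system: HEK293 stable line with TRPC4beta plus mu-opioid receptor. Times: dye 45 min RT, read 110 s. Measured by: kinetic Fluo4 calcium fluorescence. Measure: B score of integrated ratio. Controls: assay buffer as low control, maximal DAMGO as high control.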
TRPC6 inhibitor: inhibitors of mouse TRPC6 channel. B-score at 10 µM. 310,000 compounds, 1.1% hits. HEK293-TRPC6, membrane potential dye, ACh-evoked depolarization; active compounds read low. Q61143. AID 2553;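 active = B-score under library mean minus 3 SD, initial fluorescence not abnormally high, positive integrated signal ratio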;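 also: B-score derived from integrated fluorescence ratio over the kinetic read; more negative B-score means stronger inhibition of depolarization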
TRPC4 inh: blocks the mouse TRPC4 cation channel; Q9QUQ5; HEK293 TRPC4beta/mu-opioid, DAMGO-evoked Fluo4 calcium flux; active compounds read low; B-score at 10 µM; 300,000 compounds, 0.39% hits;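 active = B-score over 3 SD under the library average, no early fluorescence shift, positive overall ratio signal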
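Assay system: TRPC4beta/mu-opioid receptor HEK293 cell line; compound dosing: single concentration per test compound; detection: Fluo4 Ca2+ flux fluorescence; evaluation: per-well B score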
PolyA inhibitor: blocks polyadenylation in yeast reporter cells; S. cerevisiae SKY197-pL101 polyadenylation reporter, beta-gal luminescence; efflux-impaired pdr1/pdr3 knockout yeast; score 100 = 6 SD above DMSO; calls only at 12 µM; 300,000 compounds, 0.02% hits; AID 1875;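 active = lowest replicate activity score at least 50, where 100 means six control SD above control mean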;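 also: yeast exposed to compound for 9 h at 30 °C; higher score means more reporter readthrough which indicates perturbed polyadenylation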
MrgX1 antagonist: human MrgX1 receptor antagonism, primary screen; Q96LB2; B-score at 10 µM; MRGX1-HEK293 calcium flux, Fluo-4, BAM8-22 antagonism; active compounds read low; 310,000 compounds, 1.3% hits; AID 588676;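 active = calcium-response B-score plate-corrected more than 3 library SD below zero, starting fluorescence within 5 deviations, no agonist response on first addition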;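 also: peak minus trough fluorescence over baseline after final BAM8-22 challenge near maximal dose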
MrgX1 PAM: human MrgX1 positive allosteric modulation, primary screen. Q96LB2. MrgX1-HEK293, Fluo-4 calcium flux, FDSS; active compounds read high. B-score at 10 µM. 310,000 compounds, 0.63% hits. AID 588675;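 active = plate-corrected calcium response at least 3 library SD above typical, normal starting fluorescence, not activating the receptor alone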;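 also: compound read alongside a low EC10 to EC30 dose of BAM8-22 agonist; peak minus trough fluorescence over baseline measured at the second addition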
TRPC4 potent: TRPC4 (mouse) allosteric potentiation; 310,000 compounds, 0.42% hits; B-score at 10 µM; HEK293 TRPC4beta/mu-opioid, DAMGO EC20, Fluo-4 Ca2+ flux; active compounds read high;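 active = B-score of calcium response area above 5 SD of library B-scores, with initial fluorescence ratio within 5 SD of library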;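 also: B-score of integrated fluorescence ratio over time as area under calcium response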
HIF activator: HIF pathway transcriptional activation; U2OS HRE-luciferase reporter, luminescence; normalized: DMSO 0%, desferrioxamine 100%; activation, % at 7.5 µM (by protocol); 300,000 compounds, 0.32% hits; AID 1910;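 active = mean activation of at least 10% of the iron chelator positive control signal, with at least half of replicates also reaching 10%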
TRPC6 activator: activators of mouse TRPC6 channel; Q61143; HEK293-TRPC6 membrane potential dye fluorescence; active compounds read high; B-score at 10 µM; 310,000 compounds, 0.13% hits; AID 2550;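 active = B-score of the integrated fluorescence ratio above library mean plus 3 SD, and starting fluorescence ratio within library mean plus 5 SD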;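 also: higher score means more depolarization so channel activation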
An asterisk follows results filed as active; i = inactive; . = no result given.

Structure	TRPC6 inhibitor	TRPC6 activator	MrgX1 PAM	MrgX1 antagonist	PolyA inhibitor	TRPC4 potent	AI-2 QS mod	TRPC4 agonist	TRPC4 inh	HIF activator	MrgX1 ag
Cc1nc2ccc(S(=O)(=O)N(C)CC(=O)N3CCc4ccccc4C3)cc2s1	i	i	i	i	i	i	12.0	i	i	0.3	i
CCN(CC(=O)Nc1c(F)cccc1F)C(=O)CNC(=O)C1CCCCC1	i	i	i	i	i	i	1.5	i	i	0.1	i
CC1(C)CC(=O)C=C(NC2CCCC(O)C2)C1 (configuration not stated)	i	i	i	i	i	i	1.8	i	i	0.0	i
O=C(/C=C/Nc1ccc(F)c(Cl)c1)c1ccco1	i	i	i	i	i	i	-31.3	i	i	2.1	i
Cn1c2ccc(F)cc2c2nnc(SCCN3CCCCC3)nc21	-7.39*	i	.	.	i	i	17.9	i	i	0.2	.
Cc1nnc(SCC(=O)Nc2cccc(S(=O)(=O)NC3=NCCCCC3)c2)n1Cc1ccccc1	i	i	i	i	i	i	22.7	i	i	0.1	i
CC1=NNC(=O)C(CC(=O)Nc2ccc(Cl)c(Cl)c2)C1 (configuration not stated)	i	i	i	i	i	i	-9.4	i	i	-0.5	i
O=C(Cc1cccs1)Nc1nnc(-c2ccncc2)s1	i	i	i	i	i	i	4.3	i	i	-0.1	i
CN1CCN(C(=S)c2ccc([N+](=O)[O-])cc2)CC1	i	i	i	i	i	i	9.9	i	i	0.9	i
O=C(c1cc2c(s1)-c1ccccc1OC2)N1CCc2ccccc2C1	i	i	i	i	i	i	12.8	i	i	1.5	i
COCCCn1c(SC(C)C(=O)NC2CC2)nc2ccccc2c1=O (configuration not stated)	i	i	i	i	i	i	25.4	i	i	-0.5	i
CCOC(=O)Cc1csc(NC(=O)CSc2ccc(Br)cc2)n1	i	i	i	i	i	i	13.8	i	i	0.0	i
Cc1ccc(C2CC2c2n[nH]c(=S)n2-c2ccc(C)cc2)cc1 (configuration not stated)	i	i	i	i	i	i	2.0	i	i	0.0	i
Cc1ccc(N2CC(C(=O)Nc3nnc(SCC(=O)NCC4CCCO4)s3)CC2=O)cc1C (configuration not stated)	i	i	i	i	i	i	16.6	i	i	0.2	i
O=C(c1ccccc1Br)N1CCCC(c2nc(-c3cccs3)no2)C1 (configuration not stated)	i	i	i	i	i	i	14.5	i	i	2.2	i
FC(F)(F)c1nnc2ccc(Cl)nn12	i	i	i	i	.	i	47.4	i	i	0.4	i
O=C(NC1CCN(S(=O)(=O)c2ccc(F)cc2)CC1)c1ccc(F)cc1	i	i	i	i	i	i	-0.9	i	i	-0.1	i
COc1ccccc1CC(=O)Nc1cc(Cl)ccc1O	i	i	i	i	i	i	6.5	i	i	-0.1	i
Cc1[nH]nc(N=Cc2c(O)n(C)c(=O)n(C)c2=O)c1-c1ccccc1	i	i	i	i	i	i	-2.9	i	i	0.1	i
Cc1ccccc1NC(=S)N(Cc1cccnc1)Cc1ccccc1Cl	i	i	i	i	i	i	12.5	i	i	-0.7	i
Cc1ccc(Nc2c([N+](=O)[O-])c(=O)n(C)c3ccccc23)cc1C	i	i	i	i	i	i	29.0	i	i	0.0	i
O=C(Nc1ccccn1)c1ccc2c(c1)OCCO2	i	i	i	i	i	i	4.3	i	i	0.3	i
Cc1cc(N2CCOCC2)nc2ccc(NC(=O)CCC(=O)N3CCC(C)CC3)cc12	i	i	i	i	i	i	20.6	i	i	1.5	i
CN(Cc1nc(Cc2ccccc2F)no1)Cc1cccc2ncccc12	i	i	i	i	i	i	23.9	i	i	0.1	i
CCN(CC)C(=O)CC(c1cc(OC)c(OC)c(OC)c1)c1c(O)cc(OC)cc1OC (configuration not stated)	i	i	i	i	i	i	24.7	i	i	-1.0	i
C/C=C(\C)C(=O)OC(C)(C)[C@H]1Cc2cc3ccc(=O)oc3cc2O1	i	i	i	i	i	i	9.2	i	i	0.7	i
Cc1ccc2c(c1)C1(OCCCO1)C(=O)N2CC(=O)NN	i	i	i	i	i	i	20.3	i	i	0.2	i
OC(CN1CCNCC1)Cn1c2ccccc2c2ccccc21 (configuration not stated)	i	i	i	i	.	i	10.6	i	i	0.2	i
CC(C)(C)C(=O)N1CCN(S(=O)(=O)c2ccc3c(c2)OCCCO3)CC1	i	i	i	i	i	i	17.3	i	i	0.1	i
Cc1ccc(N(CC(N)=O)C2SC(=O)N(C)C2=O)cc1 (configuration not stated)	i	i	i	i	i	i	10.3	i	i	-0.7	i
CC(C)(C)c1ccc(CN(Cc2ccco2)Cc2nnnn2C2CCCC2)cc1	i	i	i	i	i	i	26.6	i	i	-0.4	i
CCn1c(SCCC(C)C)nnc1-c1c[nH]c2ccccc12	i	i	i	i	i	i	26.9	i	i	0.2	i
O=C(c1ccc([N+](=O)[O-])cc1)N1CCN(C(=O)C2CCCCC2)CC1	i	i	i	i	i	i	22.5	i	i	-0.2	i
O=C(COC(=O)CCc1ccc(S(=O)(=O)N2CCOCC2)cc1)NC1CCCC1	i	i	i	i	i	i	9.7	i	i	-0.1	i
COc1cc(OC)cc(C(=O)NNC(=O)c2ccccn2)c1	i	i	i	i	i	i	9.5	i	i	2.0	i
O=C(NCC1CCCO1)c1onc(CSc2ccccc2F)c1C(=O)O (configuration not stated)	i	i	i	i	i	i	27.3	i	i	-5.1	i
O=C(c1cccs1)N1CCC(c2nc3c(nnn3Cc3ccccc3Cl)c(=O)[nH]2)CC1	i	i	i	i	i	i	17.6	i	i	-0.4	i
COC(=O)CNC(=O)COC(=O)/C=C/c1ccccc1[N+](=O)[O-]	i	i	i	i	i	i	30.8	i	i	0.0	i
CCOCCCNC(=O)/C(C#N)=C/c1cc(OC)c(O)c([N+](=O)[O-])c1	i	i	i	i	i	i	21.8	i	i	3.2	i
Fc1ccccc1NC(=S)Nn1cnnc1	i	i	i	i	i	i	19.6	i	i	-0.1	i
CCOC(=O)C1CCN(S(=O)(=O)c2c(C)n[nH]c2C)CC1	i	i	i	i	i	i	13.7	i	i	1.2	i
CC1CN(S(=O)(=O)c2ccc(CN3C(=O)c4cccnc4C3=O)cc2)c2ccccc2O1 (configuration not stated)	i	i	i	i	i	i	0.8	i	i	0.1	i
CCOC(=O)N1CCN(C(=O)c2ccccc2-c2ccccc2)CC1	i	i	i	i	i	i	14.7	i	i	3.6	i
COc1ccc(NC(=O)NNC(=O)COc2ccc3ccccc3c2)cc1OC	i	i	i	i	i	i	15.3	i	i	-1.0	i
COc1ccc(S(=O)(=O)NC2CC2)cc1C(=O)N1CCOCC1	i	i	i	i	i	i	22.2	i	i	-0.1	i
COc1cc(CNC2CCCCCCC2)ccc1OCC(N)=O	i	i	i	i	i	i	12.5	i	i	-0.6	i
Cc1cccc(N2C(=O)CC(Sc3ncn[nH]3)C2=O)c1 (configuration not stated)	i	i	i	i	i	i	5.0	i	i	1.2	i
CC(C)C1COC(c2cccc3ccccc23)=N1 (configuration not stated)	i	i	i	i	i	i	12.9	i	i	5.0	i
CN(C)/C=C/C(=O)c1ccc(S(=O)(=O)c2ccccc2)cc1	i	i	i	i	i	i	12.7	i	i	-0.2	i
COc1ccc2cc3c(N)c(C(=O)N4CCCC4)sc3nc2c1	i	i	i	i	i	i	16.1	i	i	4.0	i
C=C(C)CSc1nc(N)c2c(C)c(C)sc2n1	i	i	i	i	i	i	20.7	i	i	1.0	i
COc1ccc([N+](=O)[O-])cc1CSc1ccccn1	i	i	i	i	i	i	10.3	i	i	0.2	i
Cc1ccccc1NC(=O)CNc1ccccc1C(=O)NCc1ccco1	i	i	i	i	i	i	22.6	i	i	0.0	i
CC(CNS(=O)(=O)c1ccccc1)(c1ccccc1)N1CCCCC1 (configuration not stated)	i	i	i	i	i	i	-23.6	i	i	1.3	i
Cn1c(C(=O)OCC(=O)NCc2ccco2)cc2sccc21	i	i	i	i	i	i	35.0	i	i	0.5	i
Nc1nonc1C(=O)NCCNS(=O)(=O)c1ccc(F)cc1	i	i	i	i	i	i	12.9	i	i	-0.2	i

(more compounds)
Structure	TRPC6 inhibitor	TRPC6 activator	MrgX1 PAM	MrgX1 antagonist	PolyA inhibitor	TRPC4 potent	AI-2 QS mod	TRPC4 agonist	TRPC4 inh	HIF activator	MrgX1 ag
O=C(CN1CCN(Cc2ccccc2F)C1=O)NCCc1ccc(Cl)cc1	i	i	i	i	i	i	-8.6	i	i	-0.3	i
COc1ccc(-n2c(N)c(C(=O)NCc3ccco3)c3nc4ccccc4nc32)c(OC)c1	i	i	i	i	i	i	11.9	i	i	-0.1	i
O=C(Nc1ccccc1)Nc1ccc(C(=O)N2CCCC2)cc1	i	i	i	i	i	i	12.8	i	i	0.2	i
O=[N+]([O-])c1ccc(NCCNS(=O)(=O)c2ccccc2)c(C(F)(F)F)c1	i	i	i	i	i	i	22.2	i	i	-0.3	i
O=C(C=C1CCN(c2ncc(C(F)(F)F)cc2Cl)CC1)NNC(=O)Nc1ccc(Cl)cc1	i	i	i	i	i	i	18.8	i	i	0.6	i
COc1ccc(CCNC(=O)c2cc(-c3cc(C)ccc3O)n[nH]2)cc1OC	i	i	i	i	i	i	10.5	i	i	0.0	i
C=C(C)c1cccc(C(C)(C)NC(=O)Nc2ncccn2)c1	i	i	i	i	i	i	27.9	i	i	.	i
COc1ccc(Cc2nnc(SCC(=O)NC3CCCCC3)n2C)cc1	i	i	i	i	i	i	25.9	i	i	69.9*	i

Filtered by structure, those above with a tert-butyl group
Structure	TRPC6 inhibitor	TRPC6 activator	MrgX1 PAM	MrgX1 antagonist	PolyA inhibitor	TRPC4 potent	AI-2 QS mod	TRPC4 agonist	TRPC4 inh	HIF activator	MrgX1 ag
CC(C)(C)C(=O)N1CCN(S(=O)(=O)c2ccc3c(c2)OCCCO3)CC1	i	i	i	i	i	i	17.3	i	i	0.1	i
CC(C)(C)c1ccc(CN(Cc2ccco2)Cc2nnnn2C2CCCC2)cc1	i	i	i	i	i	i	26.6	i	i	-0.4	i

Only part of the results is shown; the hit share may differ from the screen's.
